GC-A act: GC-A (human) enzyme activation; HEK293 GC-A cells, cGMP TR-FRET, EC30 ANP; 0% at EC30 ANP, 100% saturating ANP; 0.14% of 370,000 active; activation, % at 10 µM; P16066; in the data active = activation above about 40%
ssDAF12 agonist: activates DAF-12 receptor from parasite S. stercoralis; activation, % at 6.8 µM; 1% of 370,000 active; AID 652126; HEK293 ssDAF-12/GRIP1 lit1-tk-luc reporter, luminescence; % of 3 µM dafachronic acid response;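 active = activation above the mean over all tested compounds plus 3 SD, cut at about 0.9% in these data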;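 also: 0% = DMSO-only wells and 100% = 3 µM delta7-dafachronic acid wells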
GAA850 FXN act: activators of GAA850 frataxin (FXN) promoter; AID 540364; activation, % at 6 µM; 0.56% of 360,000 active; HEK293 lucGAA850 FXN promoter luciferase reporter, 24 h; percent of 10 µM SAHA response;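 active = activation above the average of all compounds screened plus 3 SD, cutoff fixed separately per campaign, cut at about 7.5% in these data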;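 also: 0% = DMSO wells and 100% = 10 µM SAHA wells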
hcDAF-12 act: activates DAF-12 receptor from parasite H. contortus; HEK293 hcDAF-12 lit1-tk-luc reporter, luminescence; 0% DMSO, 100% Δ7-dafachronic acid; activation, % at 6.8 µM; 1.4% of 370,000 active; AID 652067;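 active = activation above the mean of all tested compounds plus 3 SD, cut at about 5.5% in these data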;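 also: 100% = response to 3 µM Δ7-dafachronic acid high control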
GC-B act: GC-B (human) receptor activation | P20594 | HEK293-GC-B cells, CNP EC30, cGMP TR-FRET; 0% at EC30 CNP, 100% saturating CNP | activation, % at 10 µM | 0.11% of 370,000 active | AID 1920062;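 active = activation at 10 µM reaching about 35% in either raw or pattern-adjusted values, limit read from the data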
SMARCA2 act: SMARCA2 function activation, primary screen | MG213 cells, MMTV-luciferase reporter, dexamethasone, overnight | activation, % at 9.1 µM | 1% of 370,000 active | AID 652017; in the data active = activation above about 7.8%;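 also: 0% = vehicle wells and 100% = reference activator wells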
ADAM10 inh: inhibitors of human ADAM10. O14672. recombinant ADAM10, EDANS/DABCYL FRET peptide cleavage, 3 h. inhibition, % at 7 µM. 0.62% of 370,000 active. AID 720582;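 active = inhibition above a per-campaign cutoff equal to the mean of compounds falling between control-based bounds plus 3 SD, cut at about 20% in these data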;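 also: 0% = DMSO wells while the 100% control is not disclosed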
HGIII-sPLA2 inh: Blocks human group III sPLA2 activity. Q9NZ20. QFRET BODIPY PC-A2 liposome hydrolysis, fluorescence. inhibition, % at 12.2 µM. 0.56% of 370,000 active;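 active = inhibition above mean plus 3 SD of compounds lying within the high and low control bounds, cut at about 19% in these data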;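 also: 0% = median of test compound wells and 100% = no enzyme DMSO wells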
Target sequence (Q9NZ20 whole entry, looked up): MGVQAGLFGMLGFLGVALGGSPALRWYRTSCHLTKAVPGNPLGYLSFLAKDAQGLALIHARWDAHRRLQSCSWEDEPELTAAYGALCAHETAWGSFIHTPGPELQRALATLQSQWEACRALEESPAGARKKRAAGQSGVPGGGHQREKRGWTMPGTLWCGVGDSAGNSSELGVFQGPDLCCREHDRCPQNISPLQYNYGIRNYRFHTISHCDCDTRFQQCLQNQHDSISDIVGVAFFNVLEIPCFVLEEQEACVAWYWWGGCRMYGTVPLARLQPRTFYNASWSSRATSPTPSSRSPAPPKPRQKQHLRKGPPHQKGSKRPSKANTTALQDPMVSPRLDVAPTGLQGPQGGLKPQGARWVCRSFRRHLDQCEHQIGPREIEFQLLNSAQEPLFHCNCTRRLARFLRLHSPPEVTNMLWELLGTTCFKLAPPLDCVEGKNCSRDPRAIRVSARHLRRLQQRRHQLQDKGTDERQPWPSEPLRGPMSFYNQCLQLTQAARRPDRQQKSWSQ
hgDAF12 agonist: activates the H. glycines DAF-12 receptor ligand-binding domain; HEK293 GAL4-hgDAF12 UAS-luciferase reporter, agonist luminescence; normalized to butyrate control; activation, % at 6.8 µM; 1.8% of 370,000 active;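 active = activation above a cutoff set at the mean of all screened compounds plus 3 SD, cut at about 10% in these data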;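 also: 0% = DMSO wells and 100% = sodium butyrate wells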
DAX1 inh-1: DAX1 (NR0B1) inhibition, primary screen | HEK293T StAR-luciferase reporter, SF-1/DAX-1 repression relief | inhibition, % at 6.8 µM | 1.1% of 370,000 active | AID 652010;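 active = inhibition above the mean over all tested compounds plus 3 SD, cut at about 3.6% in these data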;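 also: 0% = DAX-1 cells with DMSO and 100% = cells lacking DAX-1 with DMSO; higher inhibition means more luminescence from relief of DAX-1 repression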
DAX1 inh-2: inhibitors of human orphan nuclear receptor DAX1 (NR0B1); AID 504766; inhibition, % at 6.75 µM; HEK293 Gal4-DAX1 luciferase reporter, luminescence; P51843; 0.99% of 340,000 active;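 active = inhibition above the mean over all tested compounds plus 3 SD, cut at about 4.2% in these data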;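 also: 0% = DAX1-transfected cells with DMSO and 100% = empty-vector control cells with DMSO; inhibition shows as a rise in luminescence from relieved DAX1 repression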
Target sequence (P51843 207-470 limits assumed): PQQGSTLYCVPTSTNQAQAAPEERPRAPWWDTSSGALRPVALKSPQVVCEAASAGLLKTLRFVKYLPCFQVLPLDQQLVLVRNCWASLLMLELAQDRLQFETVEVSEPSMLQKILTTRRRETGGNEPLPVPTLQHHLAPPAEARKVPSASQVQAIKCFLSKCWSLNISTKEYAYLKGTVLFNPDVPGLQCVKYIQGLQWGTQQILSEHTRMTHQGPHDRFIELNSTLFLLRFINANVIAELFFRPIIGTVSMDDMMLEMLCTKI
* = called active by the depositor; / = no result given. Not a hit list; any-hit rate near 6.6%.

SMILES	GC-A act	ssDAF12 agonist	GAA850 FXN act	hcDAF-12 act	GC-B act	SMARCA2 act	ADAM10 inh	HGIII-sPLA2 inh	hgDAF12 agonist	DAX1 inh-1	DAX1 inh-2
COc1ccc(/C(N)=C/C(=O)C(C)(C)C)cc1	5.9	-0.8	3.5	1.0	1.9	2.5	-1.7	-0.1	4.3	0.1	0.5
CCOC(=O)C1CCN(C(=O)c2cc3c(C)cc(C)cc3[nH]2)CC1	-2.2	-0.6	-0.1	-0.4	-2.7	5.5	5.7	-12.2	2.9	-0.1	-0.1
COc1ccc(C(=O)NC(=S)N2CCNC(=O)C2CC(=O)OC(C)C)cc1 (configuration not stated)	-0.9	-0.3	-0.5	-0.5	3.9	-0.6	-0.8	2.6	0.6	-0.1	-0.3
Cc1ccc(S(=O)(=O)Nc2cccc(S(=O)(=O)Nc3ccccc3C(=O)O)c2)c(C)c1	-0.1	-1.5	-0.8	0.5	-2.4	-1.8	-10.9	-51.1	-0.6	-0.4	-0.1
O=C(O)CCCc1ccc2c(c1)CCc1ccccc1-2	-3.6	-2.5	-9.2	-5.6	-4.1	-6.8	3.1	1.3	-10.5	-1.3	-2.7
O=C1NC(=O)/C(=C/C(=O)N2CCOCC2)S1	-2.2	-1.8	0.2	1.6	2.8	-1.9	0.4	-2.0	2.8	-0.2	0.2
COc1cc2c(cc1OC)CN(CC(=O)Nc1ccc(S(=O)(=O)N(C)C)cc1)CC2	0.9	-1.5	1.9	0.8	1.6	-3.8	-15.1	-6.5	-3.9	1.1	-1.1
CCOC(=O)N1CCC(N2CC34C=CC(O3)C(C(=O)O)C4C2=O)CC1 (configuration not stated)	-2.9	-0.8	1.1	-2.0	5.2	-0.5	-4.8	0.1	-0.7	0.2	4.3*
CC(=O)Nc1ccc2ccccc2c1[N+](=O)[O-]	0.8	-1.1	-0.2	0.8	1.1	1.7	0.2	1.6	1.0	-1.2	1.6
CCOC(=O)C(NC(=O)NCc1ccccc1OC)(OCC)C(F)(F)F (configuration not stated)	2.4	0.4	-0.8	-1.7	2.1	0.7	4.3	-0.9	-0.4	-0.2	0.5
COC(=O)c1ccc(NC(=O)C2CCCN(S(C)(=O)=O)C2)cc1 (configuration not stated)	3.6	-0.7	4.2	-1.3	-2.1	-0.2	-1.9	-2.5	1.9	0.0	-0.8
CC(=O)Nc1cccc2c1C(=O)NC2=O	3.4	-0.9	-0.6	3.6	0.6	-3.5	-361.3	4.1	-0.3	-0.3	-0.1
CSc1sc(C(=O)NCC2CC2)c(-c2cccs2)c1C#N	-11.1	-1.8	-0.3	-1.2	-3.2	-5.6	0.9	-11.7	-0.2	-0.7	/
Cn1c(=O)[nH]c(=O)c2c1nc(N1CCN(CCO)CC1)n2CCSc1nc2ccccc2s1	-0.8	-0.1	-0.8	4.5	-3.8	-1.6	-11.6	-2.0	1.1	0.2	0.7
C[C@H](CO)N1C[C@H](C)[C@@H](CN(C)S(=O)(=O)c2cn(C)cn2)Oc2ncc(Br)cc2C1=O	1.3	-1.4	-1.8	1.0	2.8	1.5	-3.2	-4.2	3.1	0.3	0.9
Nc1cc(=O)nc(SCC(=O)NCc2ccccc2)n1CCc1ccccc1	3.2	-1.1	-1.8	0.8	-1.7	-0.6	-112.4	-3.5	-1.6	0.3	1.4
COc1cc(CNc2ccc3[nH]c(=O)[nH]c3c2)ccc1OCc1ccccc1Cl	0.6	-1.2	7.9*	-2.6	-7.1	1.0	-27.5	9.2	1.8	-0.6	-2.3
O=C(NC1c2ccccc2Oc2ccccc21)c1ccc([N+](=O)[O-])cc1	-7.0	-1.2	0.8	0.2	-0.2	2.3	-4.8	9.3	0.3	-0.9	0.5
Cc1cccc(-c2ocnc2C(=O)Nc2ncc(C)s2)c1	-8.3	-1.1	0.5	2.8	-2.0	-2.9	-16.1	3.1	2.1	-0.2	2.0
Cn1c(=O)c2c(ncn2CC(COCc2ccc(Cl)cc2)OCc2ccc(Cl)cc2)n(C)c1=O (configuration not stated)	-0.2	-1.9	-0.5	-3.6	-4.2	-0.4	2.6	-21.0	-0.2	-1.1	-2.2
Cc1ccccc1Nc1c(-c2cccnc2)nc2cccc(C)n12	14.1	-1.1	-2.8	-1.9	-4.0	-3.1	-1.6	17.8	-0.8	-0.4	-1.6
COc1ccc(S(=O)(=O)N(CC(=O)N/N=C/c2ccc(C(=O)O)cc2)Cc2ccccc2)cc1OC	-3.5	-1.1	-1.2	3.5	6.5	0.2	9.5	-3.6	-0.7	-0.2	2.2
O=c1[nH]c2cc3c(cc2cc1CN(CC1CCCO1)S(=O)(=O)c1ccc(Cl)cc1)OCCO3 (configuration not stated)	2.4	-1.4	1.2	-0.1	11.1	1.3	-36.9	-1.9	2.5	1.2	0.5
O=C(Nc1ccc(Cl)c(C(F)(F)F)c1)C1Cc2c(-c3ccccc3Oc3ccccc3)ccnc2O1 (configuration not stated)	-1.2	-1.3	2.5	-2.2	2.1	-5.4	-0.6	0.0	-2.3	-1.3	/
CC(C)(C)c1ccc(-c2noc(CCC(=O)N3CCOCC3)n2)cc1	0.9	-1.4	-4.0	0.0	6.8	-5.2	0.9	0.0	3.4	2.0	-1.3
Cc1cccc(-c2cccc3c4c([nH]c23)[C@@H]2C[C@H](N(C)C(=O)Nc3ccccc3C)[C@H]([C@H](C)O)C(=O)N2CC4)c1	-10.2	-1.1	/	-3.1	-8.7	-4.2	-31.3	-25.8	-1.4	-2.5	/
Cc1ccccc1OCC(=O)NNC(=O)c1cc(S(=O)(=O)N2CCOCC2)ccc1N1CCCC1	0.1	-0.7	0.0	-0.2	-3.8	-0.1	-13.2	4.0	0.4	0.1	0.9
CC(=O)Nc1cccc(C(=O)OCC(=O)c2ccccc2Cl)c1	17.8	-0.4	4.6	4.5	2.4	1.1	-10.0	1.9	9.8	5.1*	2.8
CSc1ccccc1C(=O)OCC(=O)NC1CC1	4.2	-1.5	-1.0	-0.1	4.4	-0.9	-16.2	13.3	1.2	0.3	1.3
Cc1ccc(NC(=O)CCc2nc(-c3cccs3)no2)c(Br)c1	0.5	-0.9	0.0	-0.3	-3.6	-0.5	-1.9	-12.8	0.6	-2.2	0.0
C=CCSc1ncccc1C(=O)O	-2.6	-1.6	-1.2	-1.9	6.0	-1.7	-5.5	-0.2	-1.1	-0.4	0.2
N#C/C(=C\Nc1ccc2cn[nH]c2c1)c1nc(-c2ccc(Cl)cc2)cs1	2.0	-0.2	4.0	7.3*	-7.8	2.8	1.2	-1.5	2.4	0.0	1.9
CNS(=O)(=O)c1cccc(C(=O)NNC(=O)CN(C)S(=O)(=O)c2ccc(Cl)cc2)c1	-0.6	-1.3	0.0	0.1	-1.2	0.2	-5.5	-4.6	0.8	-0.1	0.4
CC(=O)c1ccc(NC(=O)CC(NCCC2=CCCCC2)C(=O)O)cc1 (configuration not stated)	0.8	-0.3	1.3	-1.5	5.9	-3.6	5.9	3.3	0.3	1.1	1.0
COC(=O)c1ccc(NCC(=O)Nc2cc(C)cc(C)c2)cc1	5.5	-1.3	0.4	-2.4	-2.9	-7.2	-5.7	2.9	-5.5	-0.3	-0.3
CCn1nnnc1SCC(=O)Nc1sc(C)c(C)c1C#N	3.5	-1.1	-1.6	-0.9	-6.6	0.9	-0.6	-4.0	-0.8	0.4	-0.7
Cc1cccc(NC(=O)c2nc[nH]c2C(=O)N[C@@H](Cc2ccccc2)C(=O)OCc2ccccc2)c1	-0.5	-1.5	-1.3	-1.6	1.9	-0.5	11.2	-11.1	1.0	-0.1	0.6
NS(=O)(=O)c1ccc(NC(=O)COC(=O)COc2ccc3ccccc3c2)cc1	-0.6	-0.1	1.0	1.0	-12.5	7.6	8.0	-10.5	1.2	-0.1	-0.4
O=C(COC(=O)c1oc2ccccc2c1CSc1ccc(Cl)cc1)NC1CCCC1	-8.7	-1.5	0.8	-2.4	-1.0	-2.6	-2.1	-3.5	0.8	-0.4	-0.8
COc1ccc2nc(C)cc(SCC(=O)N/N=C/c3c(OC)ccc4ccccc34)c2c1	-0.8	-1.5	-0.4	-2.7	-4.0	-1.6	7.2	10.5	0.8	0.2	-0.8

The final 4 compounds of the section before come first, to join the parts.
SMILES	GC-A act	ssDAF12 agonist	GAA850 FXN act	hcDAF-12 act	GC-B act	SMARCA2 act	ADAM10 inh	HGIII-sPLA2 inh	hgDAF12 agonist	DAX1 inh-1	DAX1 inh-2
Cc1cccc(NC(=O)c2nc[nH]c2C(=O)N[C@@H](Cc2ccccc2)C(=O)OCc2ccccc2)c1	-0.5	-1.5	-1.3	-1.6	1.9	-0.5	11.2	-11.1	1.0	-0.1	0.6
NS(=O)(=O)c1ccc(NC(=O)COC(=O)COc2ccc3ccccc3c2)cc1	-0.6	-0.1	1.0	1.0	-12.5	7.6	8.0	-10.5	1.2	-0.1	-0.4
O=C(COC(=O)c1oc2ccccc2c1CSc1ccc(Cl)cc1)NC1CCCC1	-8.7	-1.5	0.8	-2.4	-1.0	-2.6	-2.1	-3.5	0.8	-0.4	-0.8
COc1ccc2nc(C)cc(SCC(=O)N/N=C/c3c(OC)ccc4ccccc34)c2c1	-0.8	-1.5	-0.4	-2.7	-4.0	-1.6	7.2	10.5	0.8	0.2	-0.8
O=C(c1cc([N+](=O)[O-])ccc1N1CCOCC1)N1CCN(c2ccccc2)CC1	-4.7	0.5	-2.2	0.9	-1.6	-0.3	-4.0	2.7	-3.7	13.8*	1.2
COc1ccc(C)cc1S(=O)(=O)n1nc(C)cc1C	-0.2	-0.9	0.3	-0.3	7.4	-2.2	0.5	4.8	-0.6	-0.6	0.3
CCOC(=O)c1cnn(CCOC(=O)c2cccs2)c1NC(=O)c1cccs1	2.5	-1.5	-1.3	-0.8	1.6	-3.0	2.3	-0.7	0.3	-0.5	-0.8
NS(=O)(=O)c1ccc2nc(NC(=O)c3ccc(Br)o3)sc2c1	-2.1	-0.7	3.9	-0.5	-3.3	8.3*	0.5	-5.8	6.8	1.2	1.8
COc1cc(C2C3=C(COC3=O)Oc3cc4c(cc32)OCO4)ccc1OC(C)=O (configuration not stated)	6.4	-0.6	-3.0	0.8	-3.1	3.0	0.3	-2.2	3.9	-1.0	0.5
Cc1cccc(/C=N/NC(=O)c2ccc3c(c2)OCCO3)c1O	-4.6	1.1*	-5.7	4.1	-10.4	-3.7	-20.5	30.5*	5.8	0.4	-3.1
CCCn1c(SCC(=O)NC2CCCCC2C)n[nH]c1=O (configuration not stated)	0.5	0.0	0.5	-0.4	4.8	-0.2	-2.8	1.3	-1.2	-0.4	-0.8
CN(NS(C)(=O)=O)c1c(C#N)c(C(F)(F)F)nn1C	1.7	-0.7	1.8	0.9	2.5	-2.1	4.1	1.2	1.1	0.0	-0.2
Cc1ccc(CNC(=O)Cn2c(=O)n(CC(=O)N3CCCCC3)c(=O)c3sccc32)cc1	0.3	-1.0	-0.7	0.2	6.6	-2.6	2.1	5.6	4.3	0.9	1.2
CCN(CC)c1ccc(C(=O)c2ccccc2C(=O)O)c(O)c1	0.8	-1.2	-2.8	0.7	5.2	4.0	10.5	-1.7	4.9	0.4	1.2
CCCCN=C(C)c1c(O)c2ccccc2oc1=O	1.3	-1.1	3.0	-0.3	-0.2	5.9	1.5	4.9	0.5	0.0	0.1

Compound activity (PubChem)
